FEN1 inhibitor – qHTS Assay for the Inhibitors of Human Flap endonuclease 1 (FEN1). P39748. Recombinant FEN1 flap cleavage, fluorescence, 15 min. Potency, µM (series often up to 114 µM), without a hit: top-dose activity change, negative = inhibition, hits mostly inhibitors. actives 0.35% (n = 390,000). AID 588795, 2011; further: nearly all actives have a fitted effect of over 65% in size
Target sequence (P39748 whole entry, looked up): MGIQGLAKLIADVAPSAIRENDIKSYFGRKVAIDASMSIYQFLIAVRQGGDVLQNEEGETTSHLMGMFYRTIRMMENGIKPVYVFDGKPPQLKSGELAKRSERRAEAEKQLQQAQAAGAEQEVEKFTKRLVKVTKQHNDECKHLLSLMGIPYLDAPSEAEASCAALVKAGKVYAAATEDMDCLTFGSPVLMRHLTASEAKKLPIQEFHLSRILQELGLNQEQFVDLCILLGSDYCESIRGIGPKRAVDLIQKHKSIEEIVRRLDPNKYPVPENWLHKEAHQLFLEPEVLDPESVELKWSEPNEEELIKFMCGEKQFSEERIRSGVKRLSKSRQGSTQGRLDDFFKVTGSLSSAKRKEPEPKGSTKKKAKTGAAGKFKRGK
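Quantitative HTS format: each compound was titrated, incubated with 10 nM nuclease for 15 min at room temperature, then challenged with flap substrate at 50 nM final. Signal change over 15 min gave concentration–effect curves.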
TDP1 block – qHTS Assay for Inhibitors of Tyrosyl-DNA Phosphodiesterase (TDP1); Potency, µM (series often up to 130 µM), for the others: at the highest dose activity change, negative = inhibition, hits mostly inhibitors; actives 0.28% (n = 350,000); AID 485290, 2010; recombinant TDP1, AlphaScreen DNA substrate cleavage; Tyrosyl-DNA phosphodiesterase 1 (Homo sapiens), Q9NUW8; further: nearly all actives have a fitted effect of over 40% in size
Target sequence (Q9NUW8 whole entry, looked up): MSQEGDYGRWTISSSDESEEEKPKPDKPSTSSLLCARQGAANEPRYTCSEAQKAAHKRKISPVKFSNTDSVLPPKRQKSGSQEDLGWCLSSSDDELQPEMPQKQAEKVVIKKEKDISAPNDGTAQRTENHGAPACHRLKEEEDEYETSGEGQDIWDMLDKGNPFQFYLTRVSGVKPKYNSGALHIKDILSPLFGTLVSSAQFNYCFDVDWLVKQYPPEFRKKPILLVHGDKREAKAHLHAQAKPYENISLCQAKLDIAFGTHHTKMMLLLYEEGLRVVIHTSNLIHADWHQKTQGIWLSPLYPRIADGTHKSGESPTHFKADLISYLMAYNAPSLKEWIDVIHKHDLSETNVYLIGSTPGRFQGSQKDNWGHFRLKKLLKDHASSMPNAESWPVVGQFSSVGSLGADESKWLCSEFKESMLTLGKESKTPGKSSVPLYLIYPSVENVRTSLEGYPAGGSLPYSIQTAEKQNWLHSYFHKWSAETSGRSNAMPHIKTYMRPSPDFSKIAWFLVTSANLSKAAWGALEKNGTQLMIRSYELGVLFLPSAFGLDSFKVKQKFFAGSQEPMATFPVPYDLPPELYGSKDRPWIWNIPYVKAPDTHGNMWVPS
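AlphaScreen read-out: signal falls as enzyme removes the 3' tyrosine-FITC from a 5'-biotinylated DNA oligo (15 nM, 5 min, RT). Enzyme was E. coli-made recombinant Tdp1 at 1 nM, exposed to compound for 15 min beforehand; beads 10 ug/ml, 10 min.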
N370S GC – qHTS Assay for Inhibitors and Activators of N370S glucocerebrosidase as a Potential Chaperone Treatment of Gaucher Disease | N370S GC spleen homogenate, 4MU-glucoside fluorescence | Potency, µM (series often up to 59.4 µM), inactives show top-dose activity change, negative = inhibition, actives largely listed as inhibitors | actives 0.092% (n = 330,000) | AID 2101, 2009;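 further: 0% = full enzyme activity and -100% = no enzyme basal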
The depositor's hits bear a star; u = inconclusive; x = not tested or not shown; & = joins results of further samples; [ ] = dose if it differs, or a comment. The call rests on the fitted dose curve; in most records, active means well fitted curve in the direction sought with a large enough effect; inconclusive means small, poorly fitted or top-dose-only effect, or another doubt; inactive means no such curve, though single readings can be large; an effect the other way counts as inactive or inconclusive. Unless noted, on the % scale 0 is the no-effect control and ±100 the full control effect; potency means the concentration at half of the fitted maximal effect. This is a random part of the collection; about 0.57% have a hit in one of these screens.

SMILES | FEN1 inhibitor | TDP1 block | N370S GC
CCn1cc(C(=O)N[C@@H](CCSC)C(=O)NCCCn2ccnc2)c(=O)c2cc3c(cc21)OCO3 | 10.6% | 1.9% | -4.6%
CCOC(=O)CC1(C)OCC(C[N+]2(C)CCCCC2)O1 (stereo not given) | 4.5% | 3.7% | 9.2%
C=CCNC(=S)NNC(=O)CCC(O)CCCCC (stereo not given) | -2.1% | 1.0% | 3.2%
CCCCC(=O)Nc1cc(Cl)ccc1C(=O)O | 8.3% | 1.2% | 0.9%
O=C(NCc1ccc(F)cc1)c1ccc(NC(=O)C2CCCO2)cc1 (stereo not given) | 1.4% | 0.7% | -8.7%
COc1ccc(/C=N/NC(=O)Cc2cc(OC)c(OC)cc2[N+](=O)[O-])cc1 | 0.9% | 5.4% | -10.5%
CCN(C(=O)Cn1c(=O)n2nc(CCn3nc(C)cc3C)nc2c2ccccc21)c1cccc(C)c1 | -16.0% | 4.9% | -1.8%
C=CCn1c(COc2ccc(CC)cc2)nnc1SC/C(O)=C(\C#N)c1nc2ccccc2[nH]1 | -1.8% | 11.4% | -4.2%
COC(=O)N1c2ccccc2C23[C@@H]4CN5CCC[C@]6(CCC12C(O)(C6)C4=O)[C@H]53 | x | 9.3% | -6.0%
Cc1ccccc1CN1C(=O)c2ccccc2S(=O)c2ccc(C(=O)NC3CCC(C)CC3)cc21 (stereo not given) | -7.6% | 5.7% | x
CCN1CCN(C(=S)NCCOC)CC1 | 17.5% | -5.1% | 2.8%
COc1ccc(C2CC(=O)c3c([nH]c(C(=O)OC4CCCCCC4)c3C)C2)cc1OC (stereo not given) | 6.0% | 5.0% | x
CCOC(=O)CNC(=O)Cn1c(C)cc2ccccc2c1=O | 2.9% | 0.0% | 3.1%
Cc1ccc(N2C(=O)C3C4C=CC(CC4)C3C2=O)cc1[N+](=O)[O-] (stereo not given) | 0.9% | x | -2.5%
Cc1cc(Sc2nnc(/N=C/N(C)C)s2)c2ccccc2n1 | -8.6% | 1.2% | 3.1%
O=C(COC(=O)c1ccc(S(=O)(=O)NCc2ccco2)cc1)Nc1ncc(Cl)cc1Cl | 4.5% | -4.3% | -8.8%
O=C1NC2=C(C(=O)CCC2)C(c2ccccc2Cl)N1 (stereo not given) | 0.7% | x | 1.0%
C/C(N)=C(/C#N)C(=O)COC(=O)COc1ccc(Cl)cc1 | -15.6%&-3.9% | 5.5% | -2.9%
Cc1ccc2oc(-c3ccc(Cl)cc3)c(O)c(=O)c2c1 | -8.0% | 0.0% | x
S=C(NCc1ccccc1)N1CCN(c2cccc(Cl)c2)CC1 | -13.0% | -3.0% | 1.7%
COC(=O)c1ccc(OC(=O)c2ccc(OC)cc2)c(OC)c1 | 2.4% | 0.0% | 19.5%
Cn1c(=O)c2c(SCC(=O)Nc3ccccc3F)nc(-c3ccccc3F)nc2n(C)c1=O | 1.5% | 1.9% | -10.7%
CC(C)(C)c1ccc(OCCC(=O)OCC(=O)NCc2ccccc2)cc1 | -12.6% | x | -1.2%
COc1ccc(C(=O)Nc2ccc(NC(=O)c3cccs3)cc2)cc1[N+](=O)[O-] | -6.7% | -1.8% | 3.3%
CCN(CC)CCN(Cc1cc2cc3c(cc2[nH]c1=O)OCO3)C(=S)NCC(C)C | -18.3% | x | u
Further structures.
SMILES | FEN1 inhibitor | TDP1 block | N370S GC
COC(=O)C1CCN(c2ccc(Cl)nn2)CC1 | -0.2% | -2.3% | 0.4%
Cc1cccc2cncc(OCc3nnc(SC(F)F)n3C)c12 | 40.2%[activator] | 7.7% | -3.3%
CCCCCCCCCCOC(=O)Cn1c(COc2ccc(C)cc2)[n+](C)c2ccccc21 | 3.7% | x | -27.8%
O=c1cc(CCl)[nH]c2nc3ccccc3n12 | -2.3% | 5.5% | 11.5%
Cc1ccc(CCN2CC(C(=O)NCCC(C)C)CC2=O)cc1 (stereo not given) | -3.2% | x | 1.8%
Cc1ccc(-c2noc(-c3cccnc3NCc3ccco3)n2)cc1 | 13.1% | 5.7% | x
Cc1cc(C)c2nc(-c3cccnc3)cc(C(=O)NC(C)c3cnn(C)c3C)c2c1 (stereo not given) | -4.9% | 2.7% | 0.5%
O=C(c1ccc(Cl)cc1)N(Cc1cccs1)C1CCS(=O)(=O)C1 (stereo not given) | 0.7% | -5.2% | 1.3%
CN(Cc1ccccc1)C(=O)COc1ccc(N(C)S(=O)(=O)c2ccc(F)cc2)cc1 | u | 6.0% | u
O=C(CN1CSCC1=O)N1CCN(S(=O)(=O)c2cccc(F)c2)CC1 | -6.0% | -2.3%[56.1 µM] | x
Cc1ccc(C(=O)CCC(=O)N2CCN(c3ccc(F)cc3)CC2)cc1 | -5.0% | x | -5.6%
CCOC(=O)C(C(=O)OCC)N(Cc1cc(OC)ccc1OC)C(=O)C1CC(CO[Si](C)(C)C(C)(C)C)=CN1C(=O)OC(C)(C)C (stereo not given) | -11.5% | 12.1% | -3.0%
CN(C)CCCOC(=O)c1ccccc1Cl | 10.2% | 2.0% | -0.6%
O=C(NCCCN1CCCC1=O)C1CCN(S(=O)(=O)c2c(Cl)cccc2Cl)CC1 | -4.3% | x | -8.3%
CCc1ccc(C(=O)c2cn(CC(=O)Nc3ccc4c(c3)OCCO4)c3ccc(F)cc3c2=O)cc1 | 11.7% | -1.3% | x
O=C(c1ccc2oc(Cc3ccc(Cl)cc3)nc2c1)N1CCCCC1CCO (stereo not given) | -9.6% | 4.0% | -7.1%
COc1ccc(C)cc1NC(=O)Cn1c(=O)ccc2cc(S(=O)(=O)N3CCC(C)CC3)ccc21 | -5.7% | 3.3% | x
Cc1cc(C)nc(N/N=C2/CCCC/C2=C\c2ccccc2)n1 | 1.3% | 8.3% | 16.6%
CC(=O)c1ccc(N2CCN(S(=O)(=O)c3ccc4ccccc4c3)CC2)cc1 | 10.7% | 0.6% | x
CCOc1cc(CNC(=O)c2ccc3nc(C(C)C)oc3c2)cc(OCC)c1OCC | 9.2% | 4.1% | x
CCc1noc(C)c1C(=O)N(C)CC(=O)Nc1cccc(OC)c1 | 3.4% | 0.0% | x
CCN1C(=O)N(CC)C(O)(c2ccccc2)C1(O)c1ccccc1 (stereo not given) | -6.6% | 4.8% | -21.9%
CC(C)CNc1oc(-c2ccco2)nc1C#N | -4.2% | 0.0% | 4.6%
CCCn1cc(S(=O)(=O)c2ccc(C)cc2)c(=O)c2cc(F)c(N3CCCC3)cc21 | 2.6% | 3.7% | x
O=C(CSc1ccc2ccccc2c1)Nc1ccncc1 | 0.9% | 4.0% | -9.8%

Part of the list above in another layout:
FEN1 inhibitor	TDP1 block	N370S GC	SMILES
-8.6%	1.2%	3.1%	Cc1cc(Sc2nnc(/N=C/N(C)C)s2)c2ccccc2n1
4.5%	-4.3%	-8.8%	O=C(COC(=O)c1ccc(S(=O)(=O)NCc2ccco2)cc1)Nc1ncc(Cl)cc1Cl

More entries follow:
SMILES | FEN1 inhibitor | TDP1 block | N370S GC
CC(C)N(C=O)C1(C(=O)NC2CCCCC2)CCCCC1 | 8.8% | 1.1% | -0.8%
NC(=O)NOCc1ncc(C(F)(F)F)cc1Cl | -3.2% | 1.6% | 4.4%
O=C(Cc1nnc(NC(=O)Nc2ccccc2)s1)NCc1ccccc1 | 17.4% | 0.0% | 5.6%
C=CCNc1nc2ccccc2nc1NS(=O)(=O)c1ccc(OC)cc1 | -12.6% | x | u
CC(C)(C)OC(=O)NCCCCC1=CC2=CC(=O)C(C)(OC(=O)C3CCCC3)C(=O)C2=CO1 (stereo not given) | x | 3.7% | -1.5%
O=C(CCSCc1cccc(Cl)c1)N1CCN(c2ccc(Cl)cc2)CC1 | -2.2% | 0.0% | x
CCC(CC)C(=O)OCC(=O)Nc1cc(OC)c([N+](=O)[O-])cc1C | 2.5% | 4.2% | -2.3%
O=[N+]([O-])c1ccc(CNc2ccc(F)cc2)s1 | -2.1% | 8.3% | -3.5%
Cc1cccc(-c2nc3nc(C)cc(NC(C)c4ccccc4)n3n2)c1 (stereo not given) | -5.4% | 6.5% | x
COc1ccccc1-c1coc2c(CN3CCOCC3)c(O)ccc2c1=O | 3.0% | x | -8.8%
COC(=O)c1c(-c2ccc(C)cc2)csc1NC(=O)c1c(-c2ccccc2)noc1C | x | -1.4% | -24.9%
CCc1ccc(-c2cn3c(n2)sc2cc(C(=O)NCCC4=CCCCC4)ccc23)cc1 | -3.1% | -1.3% | x
CCOc1ccc(NC(=S)NCCCn2ccnc2)cc1 | -6.3% | 0.0% | -0.4%
Cc1ccc(S(=O)(=O)N(c2nc(N(C)C)nc(N(C)C)n2)n2cnnc2)cc1 | 0.3% | 6.8% | 7.3%
O=C(CSc1nnc(-c2ccco2)o1)N1CCN(c2ccccc2)CC1 | 4.0% | 2.5% | 0.7%
Cc1cc(NC(=O)CSc2nnc(-c3ccncc3)n2-c2ccc(F)cc2)no1 | 4.7% | 0.0% | -23.9%
Cc1ccc(Oc2ccc(OCC(=O)NC(CC(C)C)C(=O)O)cc2)cc1 (stereo not given) | 7.2% | 0.0% | 1.5%
Cc1ccc(NC(=O)C2CCCN2S(=O)(=O)c2ccc3c(c2)n(C)c(=O)c(=O)n3C)c(C)c1 (stereo not given) | -1.1% | x | -6.3%
Cc1ccc(OCCC(=O)OCC(=O)Nc2ccc(F)cc2)cc1 | -1.6% | 2.3% | -1.8%
COC(=O)C1=NN(C(=O)c2ccccc2)C(C)(O)C1 (stereo not given) | -2.8% | -12.4% | x
CCC1(C)OC(=O)N2CCc3c(C)[nH]c4c(C)ccc(c34)C21C (stereo not given) | -9.1% | 12.0% | 1.3%
CNc1ccc(/C=C2\CSc3ccccc3C2=O)cc1[N+](=O)[O-] | -1.1% | 8.2% | 21.8%
COc1ccccc1NC(=O)CC1Sc2ccc(C(F)(F)F)cc2NC1=O (stereo not given) | 15.8% | -4.8%[12.3 µM] | x
CN(C(=O)c1ccc(NC(=O)Cc2cccc(NC(=O)C3CCN(C(=O)C4CCC4)CC3)c2)cc1)C1CCCC1 | -1.2% | 5.2% | x
Cn1c(N)c(C(=O)CSc2nnc(-c3ccccc3F)n2N)c(=O)n(C)c1=O | 18.1% | x | -1.4%

Ordered by heavy-atom count (descending): some entries from above.
SMILES | FEN1 inhibitor | TDP1 block | N370S GC
CCc1ccc(-c2cn3c(n2)sc2cc(C(=O)NCCC4=CCCCC4)ccc23)cc1 | -3.1% | -1.3% | x
Cc1ccc(S(=O)(=O)N(c2nc(N(C)C)nc(N(C)C)n2)n2cnnc2)cc1 | 0.3% | 6.8% | 7.3%
COc1ccccc1NC(=O)CC1Sc2ccc(C(F)(F)F)cc2NC1=O (stereo not given) | 15.8% | -4.8%[12.3 µM] | x
CNc1ccc(/C=C2\CSc3ccccc3C2=O)cc1[N+](=O)[O-] | -1.1% | 8.2% | 21.8%
CC(C)N(C=O)C1(C(=O)NC2CCCCC2)CCCCC1 | 8.8% | 1.1% | -0.8%

Following part.
SMILES | FEN1 inhibitor | TDP1 block | N370S GC
CSCC[C@H](NC(=O)[C@@H]1Cc2c([nH]c3ccccc23)C2c3ccccc3C(=O)N21)C(=O)NCC1CCCO1 (stereo not given in full) | -2.7% | x | -5.0%
O=C(NCCCn1cccn1)C1CCC(=O)N(Cc2ccccc2F)C1 (stereo not given) | 9.6% | 3.0% | -4.8%
COCCn1cnc2c(c1=O)c1nc3ccccc3nc1n2/N=C/c1ccco1 | 10.0% | x | 6.8%
O=C(NCCCN1CCOCC1)c1cccc(NS(=O)(=O)c2ccc(Br)cc2)c1 | -3.2% | 1.8% | x
COc1ccccc1CN(C)C(=O)CSCC(=O)Nc1ccccc1F | 4.5% | -0.5% | x
CC(=O)Nc1ccc(S(=O)(=O)N2CCc3c(Cl)cccc3C2)cc1 | 27.3% | -1.0% | -6.6%
Cc1n[nH]c(C)c1CCN(C)C(=O)C1CCC(=O)N(CC2CCCCC2)C1 (stereo not given) | -2.7% | 1.5% | 1.2%
N/C(=N\OC(=O)c1ccc(Cl)c(Cl)c1)c1cccnc1 | -11.7% | -1.9% | 20.6%
Cc1ccc(C(=O)N2CC=C(c3ccccc3)CC2)s1 | 12.9% | 9.9% | -2.0%
Cc1cccc(N2CCN(C(=O)c3ccc(NC(=O)c4nsc5ccccc45)cc3)CC2)c1C | 4.0% | 5.4% | x
CCN1C(=O)c2cccc3c(S(=O)(=O)Nc4ccccc4OC)ccc1c23 | 2.7% | 5.9% | -6.3%
O=C(NCCCn1ccnc1)c1cc2c(s1)CCCC2 | -14.6% | 1.7% | -0.5%
COc1ccc(CC(=O)N/N=C/c2c(C)n(C)c3ccccc23)cc1OC | -4.1% | x | 6.2%

High-throughput results as filed in PubChem BioAssay.
